MIN6 prolif: induces beta-cell replication in MIN6 cells | MIN6 cells proliferation, ATPlite luminescence, 48 h; cells starved in 0.2% serum; 100% = growth in 10% serum | proliferation, % at 10 µM | 330,000 compounds, 0.29% hits | AID 2380;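 active = compounds whose signal lies at least 3.5 SD above the mean of all wells on their plate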;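 note: 0% = DMSO-treated cells in low-serum medium and 100% = 10% serum control; some compounds called inactive have numbers as strong as hits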
HKDC1 inh: blocks human hexokinase HKDC1 activity | Q2TB90 | recombinant HKDC1, G6PDH/diaphorase resazurin coupled fluorescence | inhibition, % at 20 µM | 340,000 compounds, 0.16% hits;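 active = inhibition above about 35% when tested at 20 µM, limit read from the data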;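 note: plate controls were DMSO wells with enzyme for no effect and DMSO wells lacking enzyme for full effect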
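Material – in-house recombinant HK5 (HKDC1) enzyme · Quantity – HKDC1 at 5 µg/mL · Buffer or medium – pH 8.0 Tris buffer with 10 mM MgCl2 · Reagent – glucose with 1 mM ATP · Dosing – single 20 µM dose · Times – reaction time 90 min, room temperature, protected from light · Technique – resorufin fluorescence at 613 nm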
PfGluPho inh: PfG6PD (Plasmodium falciparum) enzyme inhibition | PfGluPho enzyme, NADPH resazurin-diaphorase fluorescence | inhibition, % at 20 µM | 350,000 compounds, 0.78% hits | AID 504690;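 active = inhibition reaching at least a set limit at 20 µM in the primary screen, cut at about 59% in these data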;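 note: 0% = DMSO wells with substrate and 100% = DMSO wells lacking glucose-6-phosphate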
SENP8 block-1: inhibitors of human SENP8 protease; Q96LD8; purified SENP8, Z-RLRGG-aminoluciferin cleavage, luminescence; inhibition, % at 10 µM; 330,000 compounds, 1.2% hits; AID 2540; in the data active = inhibition above about 50%
Target sequence (Q96LD8 whole entry, looked up): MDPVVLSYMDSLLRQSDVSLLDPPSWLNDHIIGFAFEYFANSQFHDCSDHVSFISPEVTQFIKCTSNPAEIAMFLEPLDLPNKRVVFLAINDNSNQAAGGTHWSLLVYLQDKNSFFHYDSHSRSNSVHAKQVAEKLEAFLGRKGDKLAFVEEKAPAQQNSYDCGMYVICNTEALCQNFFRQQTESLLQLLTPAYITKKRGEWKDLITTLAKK
SENP7 inh: blocks the human protease SENP7; inhibition, % at 5 µM; Q9BQF6; 330,000 compounds, 1.5% hits; recombinant SENP7, Z-RLRGG-aminoluciferin luminescence, 40 min;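 active = inhibition above about 50% at the single test dose, limit read from the data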;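 note: plate controls were DMSO with enzyme for no effect and no enzyme buffer wells for full effect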
SENP1 FRET inh: SENP1 (human) catalytic domain inhibition. Q9P0U3. recombinant SENP1 catalytic domain, CyPet-SUMO1-YPet FRET cleavage. inhibition, % at 10 µM. 360,000 compounds, 0.21% hits. AID 624204;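 active = inhibition at least 30% at 10 µM, raw YFP signal under a set limit, fluorescence ratio 0.5 to 1.5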;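 note: 0% = enzyme with DMSO and 100% = no enzyme wells; some results filed as inactive read as strong as hits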
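material = recombinant human SENP1 catalytic domain, His6-tagged | quantity = 20 pM enzyme | reagent = 25 nM SUMO1 FRET substrate | compound dosing = 10 µM single point, 0.5% DMSO | timing = 50 min enzyme reaction, room temperature, light-protected | detection = FRET, CFP and YFP emission | control set = no-enzyme low, enzyme-DMSO high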
SENP6 block: SENP6 protease inhibition | Recombinant SENP6 catalytic domain, aminoluciferin luminescence | inhibition, % at 10 µM | AID 2599 | 330,000 compounds, 1.8% hits;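 active = inhibition above about 50% at the single tested dose, limit read from the data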;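 note: plate controls were DMSO wells with enzyme for no effect and DMSO wells lacking enzyme for full effect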
Target sequence (Q9GZR1 628-1112 limits assumed): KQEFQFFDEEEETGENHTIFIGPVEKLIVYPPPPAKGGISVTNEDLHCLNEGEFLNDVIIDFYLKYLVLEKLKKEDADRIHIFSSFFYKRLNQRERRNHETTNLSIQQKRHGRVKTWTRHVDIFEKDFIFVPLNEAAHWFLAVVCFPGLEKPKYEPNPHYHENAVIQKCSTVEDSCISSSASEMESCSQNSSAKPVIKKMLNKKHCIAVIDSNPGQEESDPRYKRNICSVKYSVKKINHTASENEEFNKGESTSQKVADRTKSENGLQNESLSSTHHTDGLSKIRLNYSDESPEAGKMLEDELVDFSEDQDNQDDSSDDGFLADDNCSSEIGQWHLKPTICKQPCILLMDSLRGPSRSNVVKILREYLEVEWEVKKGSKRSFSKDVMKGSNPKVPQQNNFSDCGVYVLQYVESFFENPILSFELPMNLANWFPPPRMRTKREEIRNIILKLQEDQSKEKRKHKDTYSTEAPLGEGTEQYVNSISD
UBC13 inh: inhibitors of human UBC13 polyubiquitin chain formation; TR-FRET; inhibition, % at 20 µM; 330,000 compounds, 0.47% hits; AID 485273; in the data active = inhibition above about 45%, passing the limit was not always enough
Target sequence (P61088 whole entry, looked up): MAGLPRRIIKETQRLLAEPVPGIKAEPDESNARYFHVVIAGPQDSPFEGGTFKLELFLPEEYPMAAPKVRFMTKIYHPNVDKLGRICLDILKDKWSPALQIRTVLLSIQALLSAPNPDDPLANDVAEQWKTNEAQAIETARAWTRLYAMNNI
SENP8 block-2: blocks human SENP8 cleavage of Nedd8 substrate | Q96LD8 | recombinant SENP8, Nedd8 substrate fluorescence | inhibition, % at 20 µM | 360,000 compounds, 0.64% hits | AID 602440; in the data active = inhibition mostly above about 40%, no sharp cut-off; inactive = mostly below about 27%
Active calls of the source: *; i = inactive; · = not tested or not shown.

Molecule	MIN6 prolif	HKDC1 inh	PfGluPho inh	SENP8 block-1	SENP7 inh	SENP1 FRET inh	SENP6 block	UBC13 inh	SENP8 block-2
O=C(COC(=O)Cc1ccc(F)cc1)Nc1ccc2[nH]c(=O)[nH]c2c1	3	12	5	7	4	3	-1	2	7
CC(=O)Nc1ccc(-c2csc(Nc3ccccn3)n2)cc1	0	-2	27	75*	73*	3	87*	20	-6
CCn1c(SCC(=O)Nc2c(C)n(C)n(-c3ccccc3)c2=O)nnc1-c1cccc(C)c1	-1	-5	-13	0	-2	2	-10	8	15
Nc1nc(SCC(=O)N2CCc3ccccc32)[nH]c(=O)c1-c1ccccc1	0	-6	2	2	13	-2	-2	-1	4
O=C(Nc1ccc(N2CCOCC2)cc1)c1ccccc1SCC(=O)N1CCCC1	-4	-3	9	0	1	2	9	-11	8
COc1ccccc1OCc1nc(C#N)c(N2CCC(C(N)=O)CC2)o1	2	-5	1	-15	-6	0	-5	-3	3
CCCCN1CC(COCc2ccccc2)Oc2cccc(Oc3ccc(C)cc3)c2S1(=O)=O (stereo not drawn)	·	-2	10	·	·	0	·	·	5
CCn1nnnc1-c1ccc(OC)c(S(=O)(=O)Nc2ccc(S(N)(=O)=O)cc2)c1	-2	-6	0	-4	-2	1	-4	5	25
COc1cc(/C=C/C(=O)OCC(=O)NCC(=O)Nc2cccc(C)c2C)ccc1OC(F)F	2	-6	2	-5	-1	0	6	4	-45
O=C(COC(=O)c1cc(S(=O)(=O)N2CCCC2)ccc1O)Nc1ccc(SC(F)F)cc1	-4	2	-18	4	-1	-1	5	14	i
CS/C(=N\S(=O)(=O)c1cccs1)Nc1ccc(F)cc1	0	-7	-7	-4	0	1	-20	1	-9
Cc1ccccc1CN1C(=O)c2ccccc2Sc2ccc(C(=O)O)cc21	-1	-7	-29	3	6	3	-32	-6	3
O=C(N/N=C/c1ccc(N2CCOCC2)o1)c1ccccc1[N+](=O)[O-]	-2	-6	49	-14	-10	2	-2	-8	8
CN(/N=C/c1ccc(N(C)C)cc1)C1=NS(=O)(=O)c2ccccc21	3	-4	-2	-7	-10	-11	9	-31	16
COCCCNC(=O)CC1Oc2ccccc2NC1=O (stereo not drawn)	-2	-5	-8	-2	1	4	17	4	16
CC(=O)c1c(C)[nH]c(C(=O)COC(=O)c2ccc(C)s2)c1C	1	-3	14	0	6	2	-17	5	5
COc1ccccc1C(=O)NC(=O)COC(=O)c1oc2ccccc2c1C	6	-2	7	4	-3	1	-5	11	2
Cc1ccc(NC(=O)c2cnn(-c3ccccc3)c2NC(=O)c2ccco2)cc1C	-2	-1	-21	-7	-4	-1	-15	4	18
CN(Cc1ccccc1)C(=O)c1cccc(NC(=O)Cc2ccc(NC(=O)C3CCN(C(=O)CCc4ccccc4)CC3)cc2)c1	·	1	-7	·	·	0	·	·	-2
O=C(N/N=C/c1ccncc1)c1ccc(-n2cccc2)cc1	2	7	-20	-6	0	-4	-1	-4	15
O=C(O)C1CC=CCC1C(=O)NCc1cn2ccccc2n1 (stereo not drawn)	4	0	-1	9	7	-11	-13	6	-32
CC(=O)C[C@@H](O)CC(=O)[C@@H]1OC(=O)[C@@H](C)CCCCc2ccccc21	-1	-1	18	-4	-2	-2	5	12	4
Cc1cccc(C)c1NC(=S)N/N=C1\CC2CC=CC12 (stereo not drawn)	-1	4	21	-1	-1	2	-11	6	-4
Cc1ccc(S(=O)(=O)c2nnn(-c3cccc(F)c3)c2N)cc1	-3	-3	-1	10	-5	0	22	7	8
COC(=O)c1ccc(Oc2cc(C)nc(NCc3ccccc3)n2)cc1	-1	-3	1	1	8	2	7	12	19
CC(C)(C)c1ccc(OCc2ccc(C(=O)NCc3cccnc3)o2)cc1	-6	2	11	-9	-1	0	-21	-21	13
CCN1C(=O)N[C@H](c2ccc(Br)cc2)C(C(=O)OC)=C1C	6	-4	-2	-3	-3	-3	6	2	10
NS(=O)(=O)c1cc(C(=O)N2CCc3ccccc32)c(Cl)cc1Cl	4	-1	-24	-2	-4	0	-1	4	11
CC1=NN(c2ccc(Cl)cc2)C(=O)C1C(c1ccccc1O)c1c(C)[nH]n(-c2ccc(Cl)cc2)c1=O (stereo not drawn)	-4	13	-68	34	92*	0	86*	-14	95*
COc1ccc(OC)c(-c2cc(C(=O)N/N=C/c3cc(OC)c(OC)cc3OC)c3ccccc3n2)c1	-2	-1	-19	9	-5	2	3	3	-285
O=C(O)c1ccc2c(c1)c1c3n2CCNC3CCC1 (stereo not drawn)	0	0	4	1	5	-1	11	5	-13
CC(C(=O)N1CCN(Cc2ccc3c(c2)OCO3)CC1)n1cc([N+](=O)[O-])cn1 (stereo not drawn)	2	-3	7	-12	1	1	-7	0	1
CC(=O)Nc1ccc(NC(=O)c2ccc3c(c2)CCN3S(C)(=O)=O)cc1	-1	-5	-9	3	3	2	-11	0	2
CCOC(=O)C1=C(C)OC(N)=C(C#N)C1c1ccc(OC)c(CSc2ccccn2)c1 (stereo not drawn)	0	-3	8	0	0	-24	8	12	-163
CC(=O)Nc1cccc(/C(C)=N/NC(=O)c2cccs2)c1	-1	-1	-24	-6	-5	2	-1	-6	6
CC(C)n1c(C(=O)OCC(=O)NCc2ccc3c(c2)OCO3)cc2sccc21	-2	0	12	0	-1	2	-6	-1	10
O=C1CCCCCN1C(=O)c1ccc(C(=O)N2CCCCCC2=O)cc1	0	-6	-7	-2	13	2	-10	0	3
COc1ccccc1CNC(=O)c1cc(C(C)=O)c[nH]1	-1	-5	-10	3	5	1	2	-1	22
CCc1noc(C)c1C(=O)OCC(=O)Nc1nc(-c2ccc(F)c(F)c2)cs1	-5	-4	-1	3	-8	1	1	-11	2
Cc1cc(Cl)cc(C)c1OCCOCCNCc1ccccc1	-5	-4	-6	-8	8	1	-15	9	8
COCCCNCCCCOc1c(Cl)cc(C)cc1Br	-5	-2	-4	-3	2	0	-2	8	23
Cc1ccc(-n2c(=O)c3sccc3n(CC(=O)NCc3ccco3)c2=O)cc1	0	2	1	-13	-9	1	-8	10	13
CC(C)(C)S(=O)N1Cc2cc(=O)n(Cc3ccccc3)c(CCO)c2[C@H]1CCO (stereo partly drawn)	·	5	-1	·	·	-2	·	·	-93
Nc1ccc(-c2nnn(Cc3ccccc3F)n2)cc1	2	-4	-3	-1	7	1	-22	-1	8
C=CCSc1nnc(NC(=O)c2ccc(NC(C)=O)cc2)s1	2	0	-15	-2	5	0	-11	7	-132
O=C(Nc1ccccc1C(=O)NCc1cccnc1)c1cccc([N+](=O)[O-])c1	-1	-10	-6	0	2	1	5	13	21
C/C(=N/NC(=O)CC1N=C(Cc2ccccc2)NNC1=O)c1cccnc1 (stereo not drawn)	1	4	3	-4	-5	4	-23	18	-15
O=C(Nc1ccc(S(=O)(=O)N2CCOCC2)cc1)c1ccc2c(c1)S(=O)(=O)c1ccccc1C2=O	1	-1	-14	3	2	1	-8	14	19
Cc1ccc(S(=O)(=O)NCc2cccnc2)cc1C(=O)N1CCCC1	0	-6	7	7	3	1	1	12	12
CC(NC(=O)C1CCCN(S(=O)(=O)c2cccc3nonc23)C1)c1ccccc1 (stereo not drawn)	-2	-7	11	0	5	27	0	-10	-12
COc1ccc(OC)c(-n2c(-c3cnccn3)n[nH]c2=S)c1	2	-1	41	-3	0	1	-6	0	4
CN1CCN(C(=O)C2CCCN(c3ncnc4c3nc3n4CCCCC3)C2)CC1 (stereo not drawn)	-2	0	3	8	-6	0	3	6	5
CC(C)COC(=O)COc1cc(Cl)c(Cl)cc1Cl	1	·	·	-1	-6	·	-6	11	·
Cc1ccc(NC(=S)N(Cc2ccco2)C(C)c2cccs2)c(Cl)c1 (stereo not drawn)	-4	0	28	11	7	2	0	-4	10
CCOC(=O)N1CCC(NC(=O)c2ccccc2C(=O)O)CC1	-1	-4	2	-4	-4	2	-13	-3	8
NC(=O)C1CCCN(CCc2ccccc2)C1 (stereo not drawn)	-2	-9	5	4	2	0	-6	4	14
COc1cccc(CN2CCC(CO)(CC3CCCCO3)CC2)c1 (stereo not drawn)	4	0	-15	-3	-1	-1	-16	5	0
Cc1ccc(C(=O)Nc2ccc(Oc3ccc(C(=O)O)c(C(=O)O)c3)cc2)cc1C	-1	-2	48	-2	-2	-1	0	-4	17
CCC1CCC/C1=N\NC(=O)CCC(=O)Nc1ccccc1Cl (stereo not drawn)	1	-10	3	-4	0	2	1	-1	19
CCc1cc(S(N)(=O)=O)cc(CC)c1NC(C)=O	-3	-2	-18	-4	11	-2	-8	0	11

3 entries from above in a different format:
molecule: COc1cccc(CN2CCC(CO)(CC3CCCCO3)CC2)c1 (stereo not drawn)
- MIN6 prolif: 4
- HKDC1 inh: 0
- PfGluPho inh: -15
- SENP8 block-1: -3
- SENP7 inh: -1
- SENP1 FRET inh: -1
- SENP6 block: -16
- UBC13 inh: 5
- SENP8 block-2: 0

molecule: Cc1ccc(C(=O)Nc2ccc(Oc3ccc(C(=O)O)c(C(=O)O)c3)cc2)cc1C
- MIN6 prolif: -1
- HKDC1 inh: -2
- PfGluPho inh: 48
- SENP8 block-1: -2
- SENP7 inh: -2
- SENP1 FRET inh: -1
- SENP6 block: 0
- UBC13 inh: -4
- SENP8 block-2: 17

molecule: CCC1CCC/C1=N\NC(=O)CCC(=O)Nc1ccccc1Cl (stereo not drawn)
- MIN6 prolif: 1
- HKDC1 inh: -10
- PfGluPho inh: 3
- SENP8 block-1: -4
- SENP7 inh: 0
- SENP1 FRET inh: 2
- SENP6 block: 1
- UBC13 inh: -1
- SENP8 block-2: 19

Next section.
Molecule	MIN6 prolif	HKDC1 inh	PfGluPho inh	SENP8 block-1	SENP7 inh	SENP1 FRET inh	SENP6 block	UBC13 inh	SENP8 block-2
COc1ccc(S(=O)(=O)Nc2ccc3oc(C)c(C(=O)O)c3c2)cc1	-5	2	59	8	2	12	-20	-2	7
COc1ccc(NC(=O)N(C)C[C@H]2Oc3ccc(NC(=O)CCN4CCOCC4)cc3C(=O)N([C@@H](C)CO)C[C@H]2C)cc1	-1	-1	-3	1	-3	1	-11	8	-27
COC(=O)c1cc(S(=O)(=O)N2CCN(c3cccc(Cl)c3)CC2)c[nH]1	4	-5	-14	2	8	3	-8	7	8
COc1ccccc1C(=O)Nc1cc(Cl)ccc1-n1cncn1	-2	-2	13	-5	-10	-2	-12	0	-42
O=C(Cn1ncc2c3ccccc3n(Cc3ccccc3)c2c1=O)N1CCN(c2ccccn2)CC1	-3	1	-7	-1	-4	-3	7	-1	-4
COc1cc(C(=O)O)ccc1OCC(=O)N1CCOCC1	-1	-9	-28	-4	12	2	-10	0	4
Cc1ccccc1-c1nc2sc(C)c(C)c2c(=O)o1	-1	5	-4	61*	83*	2	77*	-6	21
CCN(CC1CCCN(CCc2cccc(F)c2)C1)C(=O)c1cc(C)oc1C (stereo not drawn)	-4	-3	-5	-4	0	-22	1	9	10
CN1CCN(Cc2nc3c(c(=O)n(C)c(=O)n3C)n2Cc2cccc3ccccc23)CC1	·	-7	-20	·	·	2	·	·	13
Cc1ccccc1N(CC(=O)NC1CCCCC1)C(=O)CNC(=O)c1cccs1	-1	3	-1	-1	3	0	-14	1	1
COC(=O)c1ccc(OC)c(CSc2nnc(COc3ccccc3)o2)c1	-3	15	-15	-1	8	1	-11	6	4
O=C1CCCC/C1=C/NCc1ccccc1	3	12	12	-7	1	-1	-15	-1	5
